# Abeta rescue = A-beta toxicity reversal in yeast; yeast expressing A-beta42, growth rescue, OD600, 48 h; response scale: 0% DMSO, 100% iron-clioquinol control; Potency, µM (series often up to 46.1 µM), for inactives: top-dose growth rescue, most hits filed as activators; 410,000 tested, 0.063% active; AID 1347071; further: potency means the concentration at half of the fitted maximal effect; nearly all actives have a fitted effect of over 55% in size
#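 Yeast growth medium received pinned compounds, then yeast cells expressing toxic A-beta were added; plates incubated at 30 C for 48 hr. Growth read as absorbance at 600 nm, normalized to DMSO and equimolar FeCl3 plus clioquinol controls.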
# FUS yeast rescue = suppressors of FUS proteinopathy in yeast. Potency, µM (series often up to 76.6 µM), inactives show at the highest dose growth rescue (activation), actives largely listed as activators. 390,000 tested, 0.24% active. S. cerevisiae FUS-expressing, growth rescue, OD600, 24 h. AID 1347120;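 further: potency means the concentration at half of the fitted maximal effect; plate controls were DMSO vehicle for no effect and reference control for full effect; nearly all actives have a fitted effect of over 55% in size; some results filed as inactive show a strong effect at the top dose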
#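 Steps: raffinose overnight preculture; dilution to OD 0.005 in 2% galactose minimal medium; compound addition (concentration series); 24hr at 30C, 99% humidity; absorbance read at 600 nm.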
# PTHR1 agonist = activates the human parathyroid hormone receptor PTHR1 | Q03431 | HEK293 GP2 PTHR1 cells, GloSensor cAMP luminescence, 1 h | 410,000 tested, 0.075% active | Potency, µM (top dose mostly 115 µM), inactives show at the highest dose activation, most hits filed as activators; further: potency means the concentration at half of the fitted maximal effect; nearly all actives have a fitted effect of over 55% in size; some results filed as inactive show a strong effect at the top dose; inactives centre near -15; many of its hits are not listed in these tables
# Target sequence (Q03431 whole entry, looked up): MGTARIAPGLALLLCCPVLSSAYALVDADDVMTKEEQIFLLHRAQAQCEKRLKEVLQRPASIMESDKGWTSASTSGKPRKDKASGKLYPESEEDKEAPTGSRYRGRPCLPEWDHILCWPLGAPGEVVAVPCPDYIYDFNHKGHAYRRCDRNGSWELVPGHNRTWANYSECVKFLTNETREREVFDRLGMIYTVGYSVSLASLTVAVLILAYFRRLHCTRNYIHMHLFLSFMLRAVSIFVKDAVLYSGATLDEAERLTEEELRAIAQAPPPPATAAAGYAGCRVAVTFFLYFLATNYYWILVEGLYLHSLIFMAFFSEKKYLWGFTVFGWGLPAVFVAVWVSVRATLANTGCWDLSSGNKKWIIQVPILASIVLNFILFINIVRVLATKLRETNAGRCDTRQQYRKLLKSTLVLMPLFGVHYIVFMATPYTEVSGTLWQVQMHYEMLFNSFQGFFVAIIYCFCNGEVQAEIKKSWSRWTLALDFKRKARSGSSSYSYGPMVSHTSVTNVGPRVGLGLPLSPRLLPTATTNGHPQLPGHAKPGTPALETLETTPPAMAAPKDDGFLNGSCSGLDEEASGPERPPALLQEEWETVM
#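 HEK-293-derived GP2 cells expressing PTHR1 and a GloSensor cAMP reporter, 3,000/well, plated overnight, given luciferin plus IBMX (each 0.5 mM as added) for 1 h at 37 °C, then compound for 1 h at 37 °C. Luminescence was read after 15 min at room temperature.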
# GLP1R cytotox = cytotoxicity in counter-screen for GLP-1R inverse agonists | 410,000 tested, 0.13% active | Potency, µM (titrated, usually from 38.3 µM), without a hit: top-dose activity change, negative = inhibition, most hits filed as inhibitors | HEK293 cAMP-luciferase reporter cells, luminescence, 24 h;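 further: loss of luciferase light is scored as toxicity; potency means the concentration at half of the fitted maximal effect; on the % scale 0 is the no-effect control and ±100 the full control effect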
#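 Quantitative HTS format, 1536 wells, 200 cells/uL seeded. Compounds: 23 nL, 24 h, 37 °C. Detection: luciferase reagent, luminescence at 12 min RT; decreased signal taken as cytotoxic.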
# pAkt inh = Akt phosphorylation inhibition. Neuro2A IGF-stimulated pAkt S473 HTRF, 20 min; active compounds read low. activity change, % for hits at 50 µM. 360,000 tested, 0.32% active. AID 651550; in the data active means activity change below about -80%; inconclusive means mostly about -51% to -80%; further: on the % scale 0 is the no-effect control and ±100 the full control effect
#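 Single-point screen (50 µM final compound) in Neuro2A cells stimulated 20 min with 6 nM IGF at 37 deg C. After lysis, Ser473-phosphorylated Akt read by HTRF (ex 330 nm, em 615/665 nm) as the 665/615 ratio.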
# MmCpn inh = blocks the Methanococcus maripaludis chaperonin Mm-Cpn | purified Mm-Cpn ATPase, ADP Transcreener TR-FRET | Potency, µM (series often up to 76.9 µM), without a hit: top-dose activity, negative = inhibition, hits mostly inhibitors | 330,000 tested, 0.031% active; further: potency means the concentration at half of the fitted maximal effect; on the % scale 0 is the no-effect control and ±100 the full control effect; nearly all actives have a fitted effect of over 80% in size
#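 TR-FRET (320 nm excitation; 590 and 665 nm emission) reports ADP made from 10 uM ATP by 25 nM enzyme; compounds were preincubated 10 min, reaction run 30 min, both at 37°C.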
# GLP1R inv ag = GLP-1 receptor (human) inverse agonism | Potency, µM (titrated, usually from 38.3 µM), without a hit: top-dose activity change, negative = inhibition, actives largely listed as inhibitors | 410,000 tested, 1.6% active | AID 624417 | HEK293 GLP-1R CRE-luciferase, luminescence, 24 h; GLP-1R form is constitutively active; further: potency means the concentration at half of the fitted maximal effect; on the % scale 0 is the no-effect control and ±100 the full control effect; nearly all actives have a fitted effect of over 55% in size
# Target sequence (P43220 whole entry, looked up): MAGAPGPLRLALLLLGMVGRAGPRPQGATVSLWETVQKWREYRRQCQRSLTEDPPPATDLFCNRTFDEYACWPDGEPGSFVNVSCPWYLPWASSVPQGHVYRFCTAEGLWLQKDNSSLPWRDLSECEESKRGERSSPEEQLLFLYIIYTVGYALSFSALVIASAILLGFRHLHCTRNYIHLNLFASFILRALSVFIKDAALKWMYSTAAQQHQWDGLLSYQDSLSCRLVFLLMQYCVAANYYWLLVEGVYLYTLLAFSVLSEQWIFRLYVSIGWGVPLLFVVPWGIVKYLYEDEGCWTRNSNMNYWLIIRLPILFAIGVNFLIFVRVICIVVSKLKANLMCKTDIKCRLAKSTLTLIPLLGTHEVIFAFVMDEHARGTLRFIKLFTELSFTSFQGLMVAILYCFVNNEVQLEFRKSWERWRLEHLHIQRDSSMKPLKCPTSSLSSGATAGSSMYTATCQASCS
#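 HEK293 cells stably co-expressing a cAMP-responsive luciferase reporter and constitutively active GLP-1R were seeded, incubated 12 h, then exposed to compounds for 24 h at 37 C. Luminescence was read 12 min after detection reagent; inverse agonists lower signal.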
# TDP-43 yeast inh = rescues yeast growth from TDP-43 toxicity; Potency, µM (series often up to 46.1 µM), without a hit: top-dose growth rescue (activation), hits mostly activators; 410,000 tested, 1.8% active; TDP-43 expressing yeast growth rescue, BacTiter-Glo, 24 h; further: potency means the concentration at half of the fitted maximal effect; % of control where 0% means no effect; nearly all actives have a fitted effect of over 50% in size
#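 Growth rescue of TDP-43-toxic yeast measured as ATP luminescence (BacTiter-Glo). Cells grown to mid-log in raffinose, induced in galactose at OD600=0.02, exposed to compound 24 hr at 30 deg C.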
# aSyn yeast inh = alpha-synuclein toxicity inhibition in yeast. Yeast expressing alpha-synuclein, growth rescue, BacTiter-Glo, 24 h. Potency, µM (titrated, usually from 46.1 µM), inactives show at the highest dose growth rescue (activation), most hits filed as activators. 370,000 tested, 0.14% active. AID 652106; further: potency means the concentration at half of the fitted maximal effect; % of control where 0% means no effect; nearly all actives have a fitted effect of over 65% in size
#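 Galactose-induced alpha-syn yeast (OD600=0.02, raffinose-pregrown) + pinned cpd, 24 hr, 30 deg C; growth by BacTiter-Glo luminescence. Growth restoration scores as activation.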
# * marks the source's active call; other numbers are inactive results; i = inactive; u = inconclusive; x = no result given; [ ] = dose if it differs, or a comment. Unless noted, the call rests on the fitted dose curve; in most records, active means well fitted curve in the direction sought with a large enough effect; inconclusive means small, poorly fitted or top-dose-only effect, or another doubt; inactive means no such curve, though single readings can be large; an effect the other way counts as inactive or inconclusive. Only part of the results is shown; the hit share may differ from the screen's.
# Below each SMILES – aSyn yeast inh | MmCpn inh | TDP-43 yeast inh | GLP1R inv ag | FUS yeast rescue | PTHR1 agonist | GLP1R cytotox | pAkt inh | Abeta rescue
> COc1ccc(Cl)cc1NC(=O)CN(C)C(=O)Cc1ccsc1
 : 3% | 1% | 18% | -4% | 0% | 0% | 3% | i | 17%
> c1ccc(COn2nnc3ccccc32)c(COn2nnc3ccccc32)c1
 : 3% | -2% | u | 0% | 25% | -42% | -8% | i | -18%
> Cc1ccc([C@H]2N[C@]3(CCCN(CC4CCCCC4)C3=O)[C@H]3C(=O)N(Cc4ccccc4)C(=O)[C@@H]23)cc1
 : 7% | x | -3% | u | u | -34%[inhibitor] | -6% | i | 11%
> O=C(Cc1ccccc1)Nc1c(C(=O)N2CCN(c3ccc(F)cc3)CC2)oc2ccccc12
 : -10% | x | 29% | u | 35% | i | 4% | x | -2%
> Cc1ccc(C)c(N2CCN(Cc3nnnn3C3CCCCC3)CC2)c1
 : u | 3% | 28% | u | 23% | -15% | 6% | i | -31%[inhibitor]
> Cc1ccc(S(=O)(=O)CCC(=O)Nc2ccc3nc(C)sc3c2)cc1
 : 11% | 0% | -8% | 20% | 12% | -15% | 3% | i | -19%
> COc1ccc(/C=C2\Oc3cc(OCC(=O)N4CCC(C(=O)O)CC4)ccc3C2=O)c(OC)c1
 : -4% | 1% | 15% | 27% | u | -21% | 65%[activator] | i | 16%
> CC(N)C(=O)NC(C(=O)N1CCCC1C(=O)NC(c1ccccc1)c1ccccc1)C(C)C (configuration not stated)
 : -2% | 1% | -10% | 3% | -11% | -8% | 10% | i | -13%
> COc1ccccc1-c1nnc(SC)n1C
 : 0% | -1% | 0% | 8% | -19% | -4% | 0% | i | 0%
> COc1ccccc1NC(=S)Nc1cccc(F)c1
 : u | 0% | 15% | 0% | 14% | i | 3% | i | 14%
> CCOc1cc(C)ccc1OCc1nnc(SCC(=O)c2cccc([N+](=O)[O-])c2)n1CC
 : -3% | -1% | -9% | -5% | 43% | -12%[57.5 µM] | 2% | i | 3%
> O=C(c1ccccc1)C1CCN(c2ncccc2[N+](=O)[O-])CC1
 : 7% | 0% | u | 4% | -9% | -1% | 5% | i | 10%
> CCOc1ccc(CC(=O)N2CCC3(CC2)NCCc2[nH]cnc23)cc1
 : 0% | -2% | 3% | -4% | -8% | i | -2% | i | 0%
> CC1CCCCC1NC(=O)C1CCC(CNc2c(N3CCCCC3)c(=O)c2=O)CC1 (configuration not stated)
 : -7% | 0% | -9% | 23% | 10% | -5% | 11% | i | -4%
> CC(=O)CC(C)(C)n1nnc(-c2ccccc2)n1
 : -8% | 1% | 0% | 0% | -12% | i | 3% | x | 17%
> O=C(Cn1cc[n+](CC(=O)c2ccc(Cl)cc2Cl)c1)c1ccc(Cl)cc1Cl
 : -7% | 2% | 3% | u | 12% | -19% | -19% | i | -5%
> Cc1ccccc1C1CC(c2ccc(F)cc2)Nc2nc(N)nn21 (configuration not stated)
 : -3% | 1% | 1% | -7% | 15% | 9% | 3% | i | -2%
> O=C1COc2ccc3ccccc3c21
 : 10% | -3% | 23% | 1% | -7% | i | -2% | i | 10%
> O=C(CCN1CCN(c2ccc(Cl)cc2)CC1)Nc1nccs1
 : 1% | 2% | -5% | u | 15% | -23% | -9% | i | -7%
> C#CCOCCOCCOCCNc1nc(N2CCN(C(=O)C([C@@H](C)CC)n3cc(C(N)Cc4ccc(O)cc4)nn3)CC2)nc(N2CCN(C(=O)[C@H](CCC(=O)O)n3cc(C(N)Cc4ccc(O)cc4)nn3)CC2)n1 (some centres not stated)
 : -2% | x | -1% | -1% | 14% | i | -8% | i | -17%
> O=C(O)Cn1cc(C(=S)N2CCCCC2)c2ccccc21
 : 5% | 0% | 23% | 1% | -29% | -21% | -11% | i | 5%
> Cc1nc(CC(=O)c2c(C)cc(O)cc2O)cs1
 : -6% | -1% | -16% | 17% | 10% | 1%[57.5 µM] | -2% | i | 9%
> Cn1nc2c3ccccc3n(Cc3ccccc3)c2nc1=S
 : -5% | 0% | -12% | 37%[activator] | u | -35% | 0% | i | u
> O=C(O)c1ccc2c(c1)C(=O)N(CCCCCCCN1C(=O)c3ccc(C(=O)O)cc3C1=O)C2=O
 : 1% | -1% | x | 6% | 16% | -5% | -9% | i | 2%
> Cc1ccc(NC(=O)C(=O)NCC2CCCN2S(=O)(=O)c2cccs2)c(C)c1 (configuration not stated)
 : 5% | -1% | 8% | -18% | 19% | -72%[inhibitor] | 8% | i | -3%
> COC(=O)c1ccc(Cn2cc(Cl)cn2)cc1
 : -4% | -2% | 19% | 6% | -1% | i | 24% | i | 8%
> COCCCNS(=O)(=O)c1ccc2c(c1)OCCO2
 : -3% | -2% | 24% | -5% | 20% | i | 10% | i | 6%
> Cc1ccc(N(CC(=O)NC(C)c2ccccc2)S(=O)(=O)c2c(C)n[nH]c2C)cc1 (configuration not stated)
 : 0% | 3% | 0% | u | 18% | u | 3% | i | 1%
> O=S1(=O)C=C[C@H](COCc2ccccc2)N1
 : -2% | x | 13% | 31%[activator] | -16% | i | -5% | i | -8%
> CN(CCN1CCOCC1)Cc1nc(-c2ccc(Cl)cc2)no1
 : 10% | -1% | -3% | u | -11% | -1% | 4% | i | -2%
> COc1ccc(C2CC(C(F)(F)F)n3nc(C(=O)NCCCn4ccnc4)cc3N2)cc1OC (configuration not stated)
 : -4% | 1% | 4% | 0% | 12% | u | -1% | i | 19%
> Cc1ccc(-c2cc(C(=O)NC3CCCC3)no2)cc1
 : -14% | 0% | -7% | -26% | 29% | -5% | 4% | i | -6%
> CC(C)CN(C(=O)c1cccc([N+](=O)[O-])c1)c1c(N)n(CC(C)C)c(=O)[nH]c1=O
 : -7% | -1% | 0% | 34% | 2% | i | 6% | i | -10%
> CCn1c(=O)c(C(=O)NCCc2ccc(Cl)cc2)c(O)c2ccccc21
 : 10% | 2% | 7% | 12% | -1% | -10% | 12% | i | -15%
> Nc1c(C(=O)c2ccc(Cl)cc2)oc2ccccc12
 : 1% | -2% | 15% | 10% | x | u | 92%[activator] | i | 14%
> CCN(CC)S(=O)(=O)c1ccc(C(=O)Nc2cc(C)cc(C)c2)cc1
 : 8% | -3% | 19% | u | 24% | -10% | -24% | i | 0%
> O=C(Nc1ccc(Nc2ccccc2)cc1)c1cc([N+](=O)[O-])ccc1Cl
 : -22% | -1% | 0% | 3.2µM* | -9% | -6% | -17% | i | -10%
> O=C(CSc1ccc(-c2nc3ccccc3[nH]2)cn1)N1CCN(C(=O)c2ccco2)CC1
 : 0% | -6% | 0% | 0% | 14µM* | i | -28% | i | -12%
> Cc1ccc(NC(=O)COC(=O)/C=C/c2ccc(Br)o2)cc1S(=O)(=O)N(C)C
 : 7% | -1% | 0% | -24% | 16% | -21% | -8% | i | 13%
> COc1ccccc1CCC(=O)NNC(=O)c1cccs1
 : 7% | 2% | -1% | 0% | -7% | i | 4% | i | 2%
> NC(=S)Nc1ccc(C(F)(F)F)cc1Cl
 : -11% | 0% | u | 8% | 8% | i | 12% | i | 15%
> CCCCN(C(=O)COC(=O)CSc1cc(C)c2ccccc2n1)c1c(N)n(CCC)c(=O)[nH]c1=O
 : -6% | -4% | 7% | 27% | u | i | 6% | i | -4%
> CC1(C)OC(=O)C2=C(C[C@@H](C3CCCC3)O[C@H]2c2ccc(Cl)cc2)O1
 : -4% | x | 0% | u | 13% | -23% | 5% | i | 2%
> O=C(NCc1cccs1)C1CC(c2ccc(Cl)cc2)=NO1 (configuration not stated)
 : 14% | -4% | -8% | u | -3% | -17% | u | i | -11%
> Cc1ccccc1-n1c(Cn2c(=O)sc3ccccc32)nnc1SC(C)C
 : -4% | -1% | 22% | -11% | -12% | i | 3% | i | 7%
> CC(C)(C)c1cc(-c2n[nH]c(=S)n2-c2ccc(Cl)cc2)n[nH]1
 : -1% | -7% | 18% | 7% | 28% | -17% | -4% | i | 6%
> COc1cc(C(=O)OCC(=O)N2CCOCC2)c([N+](=O)[O-])cc1OC
 : 1% | 0% | -3% | 6% | -2% | i | -21% | i | -6%
> Cc1cc(=O)oc2cc(NC(=O)CC3(CC(=O)O)CCCC3)ccc12
 : 2% | -4% | -2% | 1% | 10% | -4% | -13% | i | 6%
> O=C(c1ccc2c(c1)N(Cc1ccccc1)C(=O)c1ccccc1S2(=O)=O)N1CCCC1
 : x | x | 20% | 6% | 20% | i | -15% | x | -5%
> C#CCSc1nnc(-c2ccc([N+](=O)[O-])cc2)o1
 : 7% | 2% | u | 7% | -29% | i | -13% | i | -5%
> CCCCc1nc2sc3c(c2c(=O)[nH]1)CCC3
 : 3% | 1% | -12% | 1% | -9% | -12% | -2% | i | 1%
> CN(C)S(=O)(=O)N(CC(=O)Nc1ccc(C(F)(F)F)cc1)c1ccccc1
 : x | x | u | u | 24% | -12% | -4% | x | 5%
> OC(COc1ccccc1)CN1CCCCC1 (configuration not stated)
 : -10% | x | -15% | 7% | x | -2% | 6% | i | 0%
> CCC(=O)Nc1ccc(C(=O)c2ccccc2)cc1
 : -9% | -2% | 7% | 7% | 3% | i | 3% | i | 4%
> O=C(CCNC(=O)c1ccc(Cl)cc1)NCCCN1CCOCC1
 : 7% | 0% | 19% | 8% | -24% | i | -3% | i | -7%
> Cc1cc(C)n2nc(C(=O)NCc3ccco3)nc2n1
 : -12% | x | -7% | 8% | -25% | i | 5% | i | -20%
> COc1ccc(OC)c(C(=O)N/N=C/c2ccccn2)c1
 : 8% | -1% | 8% | 18% | -27% | i | 10% | i | -8%
